# Assay outcomes deposited in PubChem by Broad Institute.
# RAD54 branch – inhibitors of human RAD54 branch migration; RAD54 Holliday junction branch migration, FAM/BHQ fluorescence; AID 602329; inhibition, % at 10.4 µM; actives 0.14% (n = 360,000);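 active means mean normalized replicate activity at least 40 and at least half of replicates scoring 40 or more; inconclusive means only one of the two criteria met; inactive means mean below 40 and under half of replicates reaching 40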;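 further: 0% = median of neutral control wells and 100% = median of positive control wells; inhibitors cause a drop in the FAM fluorescence signal; in these data hits start at about 50%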
# PglD inh – PglD (C. jejuni) enzyme inhibition | purified PglD enzyme, DTNB colorimetric CoA detection | AID 602405 | actives 0.098% (n = 360,000) | inhibition, % at 12.5 µM; in the data active means inhibition above about 16%, passing the limit was not always enough; inconclusive means no clear call, values can overlap the other calls; further: strong numbers were not always called active
# Cneo AK release – causes C. neoformans cell lysis | adenylate kinase release luminescence, 4 h; normalised: neutral wells 0, clomiphene wells 100 | lysis activity, % at 15 µM | actives 0.2% (n = 360,000) | AID 651654;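 active means mean lysis activity across replicates of at least 80%, whatever share of replicates individually reach that level; inactive means mean lysis activity below 80%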
#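 Material – log-phase Cryptococcus neoformans yeast cells · Input – 5 × 10^6 yeast cells/mL · Medium – fresh YPD growth medium · Doses – single compound concentration per well · Timing – static 4 h at 37 °C with compound, 1 h detection · Detection – adenylate kinase release luminescence · Read-out – signal increase indicating cell lysis · Control set – Clomiphene as positive lysis control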
# ERAP1 HTS inh – inhibitors of human ERAP1 aminopeptidase; recombinant ERAP1, Leu-AMC fluorescence, 60 min; AID 652197; actives 0.15% (n = 340,000); inhibition, % at 10.7 µM; Q9NZ08;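 active means mean replicate inhibition of at least 30%, or all replicates individually reaching that 30% level; inactive means mean below 30% and not every replicate reaching it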;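 further: 0% = neutral control wells and 100% = L-leucinethiol positive control wells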
# Target sequence (Q9NZ08 whole entry, looked up): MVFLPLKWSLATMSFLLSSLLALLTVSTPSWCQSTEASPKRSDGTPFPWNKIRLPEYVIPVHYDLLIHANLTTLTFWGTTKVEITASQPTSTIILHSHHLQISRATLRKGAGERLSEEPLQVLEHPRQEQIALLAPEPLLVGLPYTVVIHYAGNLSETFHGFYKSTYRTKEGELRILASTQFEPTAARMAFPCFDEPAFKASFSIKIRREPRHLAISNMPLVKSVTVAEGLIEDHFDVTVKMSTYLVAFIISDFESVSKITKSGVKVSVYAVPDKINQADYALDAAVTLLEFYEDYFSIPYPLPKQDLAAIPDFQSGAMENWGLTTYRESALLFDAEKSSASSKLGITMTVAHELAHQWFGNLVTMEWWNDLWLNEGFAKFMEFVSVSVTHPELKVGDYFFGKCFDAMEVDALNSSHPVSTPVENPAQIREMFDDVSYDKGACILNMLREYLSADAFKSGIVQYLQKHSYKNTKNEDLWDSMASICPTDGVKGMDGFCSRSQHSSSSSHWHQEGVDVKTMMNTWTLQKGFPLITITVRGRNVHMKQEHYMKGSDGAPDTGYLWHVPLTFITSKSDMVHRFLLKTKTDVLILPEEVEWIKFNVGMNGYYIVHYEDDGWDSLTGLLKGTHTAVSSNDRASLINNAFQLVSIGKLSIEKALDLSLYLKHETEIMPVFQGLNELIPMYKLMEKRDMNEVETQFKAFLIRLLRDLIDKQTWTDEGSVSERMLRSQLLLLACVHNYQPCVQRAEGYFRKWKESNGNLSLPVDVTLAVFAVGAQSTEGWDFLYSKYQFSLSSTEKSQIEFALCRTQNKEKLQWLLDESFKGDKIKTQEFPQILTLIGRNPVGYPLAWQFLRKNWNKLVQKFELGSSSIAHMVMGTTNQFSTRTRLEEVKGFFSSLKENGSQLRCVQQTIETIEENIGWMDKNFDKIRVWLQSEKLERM
# E-sel inducer – E-selectin induction on HUVECs; P16581; HUVEC E-selectin immunofluorescence imaging; normalized: neutral wells 0, TNF-alpha wells 100; activation, % at 7.58 µM; actives 0.37% (n = 260,000); AID 686992;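 active means mean E-selectin-positive cell signal at least 10% of the positive control, reached in at least 60% of replicates, without over 20% cell loss; inconclusive means no rule given, readout overlaps actives, possibly toxicity-flagged; inactive means the rest, including those meeting only one limit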;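 further: in these data hits start at about 27%; measured in HUVEC primary endothelial cells; signal is the percent of cells scored E-selectin positive by PE staining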
#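 Read-out: % PE-positive cells | Test system: HUVEC | Doses: One compound dose added by pin transfer | Buffer or medium: EGM-2 over gelatin coat | Signal: Immunofluorescence imaging | Benchmarks: TNF-alpha, DMSO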
# miR122 inh – blocks miR-122 activity in Huh7 sensor cells; Huh7 miR-122 Renilla luciferase sensor, 48 h; neutral wells = 0, positive control = 100; activation (reporter increase), % at 12.5 µM; actives 0.3% (n = 340,000);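 active means mean replicate activation score at least 90 and every replicate individually at or above 90; inconclusive means only one of the two criteria met; inactive means neither criterion met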;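 further: higher luciferase means less miR-122 activity so hits act as miR-122 inhibitors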
# PGC1a acetyl inh – modulators of PGC1a acetylation; AID 651687; U2OS PGC1a acetylation, AlphaScreen anti-acetyl-lysine; with virally co-expressed GCN5 acetyltransferase; inhibition, % at 15.6 µM; actives 0.17% (n = 350,000);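 active means every replicate shows inhibition of at least 40%; inconclusive means mean inhibition at least 40% but some replicate below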;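 further: 0% = neutral control wells and 100% = positive control wells; some results beyond the cut were filed as inactive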
# RAD52 inh – RAD52 (human) annealing inhibition; P43351; actives 0.46% (n = 360,000); recombinant RAD52 DNA annealing, FRET fluorescence; inhibition, % at 18.7 µM;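 active means every replicate showing at least 50% inhibition; inconclusive means mean inhibition at least 50% but not in every replicate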
# An asterisk follows results filed as active; u = inconclusive; x = no result given; [ ] = another dose, or the depositor's remark.
SMILES,RAD54 branch,PglD inh,Cneo AK release,ERAP1 HTS inh,E-sel inducer,miR122 inh,PGC1a acetyl inh,RAD52 inh
CC(C)CSc1nc(N2CCOCC2)c2c(c1C#N)CC(C)(C)SC2,-2,-3,1,x,x,0,-2,x
COc1cc(NC(=S)N(C)C)c(OC)cc1Cl,4,0,1,-4,x,-4,0,-6
COc1ccc(C[C@H](N)C(=O)N[C@H]2[C@@H](O)[C@H](n3cnc4c(N(C)C)ncnc43)O[C@@H]2CO)cc1,-2,5,2,-5,2.8,-21,37,-12
CCc1ccc(N2CC(C(=O)NC3CCCCC3C)CC2=O)cc1 (stereo not drawn),-8,4,0,-4,4.8,-1,x,-7
CCN(CC(=O)NC(=O)NCc1ccccc1)Cc1nc2ccccc2c(=O)[nH]1,-4,2,1,2,-0.1,-3,-2,-37
Cc1ccc(-n2cc(CN3CCN(Cc4nccn4C)CC3)c(-c3cccc(C)c3)n2)cc1,-2,0,1,5,6.5,-5,-7,12
Cc1cc(C)cc(NC(=S)NCc2ccc(F)cc2)c1,4,-1,17,0,-0.6,1,4,-12
CCN(C(=O)Cn1cnc2ccccc2c1=O)C1CCS(=O)(=O)C1 (stereo not drawn),5,-1,x,0,1.8,-8,7,-6
COc1ccccc1/C=C/C=N/n1c(-c2ccc(F)cc2)n[nH]c1=S,6,-11,-1,1,0.1,5,15,-9
CCn1c(SCC(=O)NC(C)C)nnc1-c1cccs1,8,1,-1,x,x,-1,6,x
NC(=O)C1(S(=O)(=O)c2ccccc2)CCCCC1,1,2,4,x,x,4,0,x
Cc1cc(OCc2cc(C(=O)N(C)CCOc3ccccc3)no2)cc(C)c1Cl,-10,-1,-1,4,x,7,-8,-9
CCOc1ccc(CN(C)C(C)C(=O)NCc2ccccc2)cc1 (stereo not drawn),-14,-2,-3,0,0.0,x,x,-12
O=C(C(=O)N1CCCC1)c1c[nH]c2ccccc12,2,3,-6,-1,-0.1,x,x,-8
COc1ccc2[nH]c(C(=O)O)c(NS(=O)(=O)c3ccc(F)cc3)c2c1,-6,1,-1,2,x,3,3,-15
CCc1ccccc1NC(=S)N1CCNC(=O)C1CC(=O)OC (stereo not drawn),4,-9,4,-2,x,-13,-1,1
CO[C@@H]1CN(C)C(=O)c2ccc(NC(=O)Nc3cc(F)ccc3F)cc2OC[C@H](C)N(C)C[C@H]1C,0,-1,0,-1,0.3,x,5,-9
Cc1cc(C(=O)COC(=O)c2n[nH]c(=O)c3ccccc23)c(C)n1C,7,-3,-1,2,-1.7,-2,-4,-2
CC1=C(C(=O)N(C)C)CC(CC(=O)NC2CCCC2)C(=O)N1CCCN1CCCC1=O (stereo not drawn),-2,1,-2,-1,x,4,-2,-3
C[C@H]1CN([C@@H](C)CO)C(=O)c2cc(C#CC3(O)CCCC3)cnc2O[C@@H]1CN(C)Cc1ccccn1,-10,5,62,-4,0.6,11[16.7 µM],24,-16
C/C=C/c1ccc([C@@H]2[C@H](CO)N(CC3CCCC3)C23CN(S(=O)(=O)CC)C3)cc1,x,x,x,0,-0.1,x,-15,-25
CC(=O)N1CCc2cc(NC(=O)C3(C)CCN3Cc3ccccc3Cl)ccc21 (stereo not drawn),-3,-2,7,8,-0.3,x,x,5
C[C@@H]1CN([C@H](C)CO)C(=O)Cc2cc(NC(=O)C3CC3)ccc2O[C@H]1CN(C)C(=O)Nc1ccc(F)cc1,-2,-3,7,0,0.2,-4[16.7 µM],0,4
C[C@@H]1CN([C@@H](C)CO)C(=O)CCCn2cc(nn2)CO[C@H]1CN(C)Cc1ccc(C(=O)Nc2ccccc2N)cc1,-2,0,-3,0,0.2,-3[16.7 µM],3,9
COC(=O)C(NC(=O)c1ccccc1C(=O)O)c1ccc2ccccc2c1 (stereo not drawn),-18,2,1,-2,0.8,x,x,-1

# Compound profiles (already shown). Order of values: RAD54 branch | PglD inh | Cneo AK release | ERAP1 HTS inh | E-sel inducer | miR122 inh | PGC1a acetyl inh | RAD52 inh
# CCN(C(=O)Cn1cnc2ccccc2c1=O)C1CCS(=O)(=O)C1 (stereo not drawn) in the list: 5 | -1 | x | 0 | 1.8 | -8 | 7 | -6
# C[C@@H]1CN([C@@H](C)CO)C(=O)CCCn2cc(nn2)CO[C@H]1CN(C)Cc1ccc(C(=O)Nc2ccccc2N)cc1 in the list: -2 | 0 | -3 | 0 | 0.2 | -3[16.7 µM] | 3 | 9
# COc1cc(NC(=S)N(C)C)c(OC)cc1Cl in the list: 4 | 0 | 1 | -4 | x | -4 | 0 | -6
# COc1ccc2[nH]c(C(=O)O)c(NS(=O)(=O)c3ccc(F)cc3)c2c1 in the list: -6 | 1 | -1 | 2 | x | 3 | 3 | -15

# Continuation.
SMILES,RAD54 branch,PglD inh,Cneo AK release,ERAP1 HTS inh,E-sel inducer,miR122 inh,PGC1a acetyl inh,RAD52 inh
Cc1cc(NC(=O)CSc2nnc(-c3ccncc3)n2C)n(-c2ccccc2)n1,x,x,x,-5,x,-3,-1,-15
COc1ccc(NC(=O)c2cc(-c3ccc(C)o3)nc3ccccc23)cc1OC,10,-4,-10,x,x,-3,-3,x
Cc1cc2[nH]ncc2cc1NC(N)=S,-5,7,-1,-3,-3.5,0,-5,-2
CN(C)S(=O)(=O)c1cccc(C(=O)NCC(=O)NC2CCN(Cc3ccccc3)CC2)c1,10,3,10,1,x,x,x,-18
CCCNC(=O)NC(=O)CSc1nnc(-c2ccncc2)n1CC,7,-2,-1,-2,x,-3,24,-14
Cc1cc(N)ccc1N1CCCC1,-4,-2,-1,x,x,-3,2,x
COc1ccccc1/C(C)=N/Oc1cc(N)cc([N+](=O)[O-])c1,-3,0,2,-1,x,-2,7,3
O=C(Cc1csc(N2CCOCC2)n1)N/N=C/c1ccc(Cl)cc1Cl,-3,1,-1,x,x,0,x,x
O=C(Cc1ccc(Cl)cc1)Nc1cccc(C(=O)Nc2ccccc2C(=O)O)c1,-4,-1,-6,-3,0.2,-2,x,-4
CN1OC(COC(=O)c2ccc(Cl)cc2)CC1c1ccccc1 (stereo not drawn),14,x,0,x,x,-8,-3,x
CCCNC(=O)N1C[C@@H](C)[C@H](OC)CN(C)C(=O)c2cc(NC(=O)CC)ccc2OC[C@@H]1C,-4,-1,1,3,0.2,x,-4,-15
NC(=O)c1ccccc1NC(=O)c1ccccc1Cl,3,-10,-1,-3,0.1,9,2,-10
CCCCc1ccc(S(N)(=O)=O)cc1,4,-6,0,10,x,21,x,-7
CS(=O)(=O)N(CC(=O)Nc1ccc(S(=O)(=O)N2CCCC2)cc1)c1ccccc1,x,x,x,-7,0.2,x,5,-3
O=C(Nc1ccccc1F)N[C@@H]1CC[C@H](CC(=O)N2CCCCC2)O[C@H]1CO,-3,-1,16,-4,0.1,x,-3,-12
CC(C)(C)c1nc(SCC(=O)Nc2ccc3c(c2)OCCO3)c2ccccc2n1,-4,1,0,-1,x,4,-23,-16
Cc1ccc2oc(=O)c3cc(C(=O)NCCCN4CCN(C)CC4)sc3c2c1,62*,1,0,6,x,1,-6,6
N#Cc1c(NC(=O)c2ccc(-c3ccccc3[N+](=O)[O-])o2)sc2c1CCCC2,2,-3,1,x,x,0,-11,x
Cc1ccc(S(=O)(=O)N2C[C@@H]3[C@H]4CC[C@H](C4)[C@@H]3[C@@H](C)[C@@H]2C2CCCCC2=O)cc1 (stereo partly drawn),-5,-1,1,-1,0.0,x,x,-6
O=C(Nc1ccc(S(=O)(=O)N2CCOCC2)cc1)C1COc2ccccc2O1 (stereo not drawn),-9,6,2,x,x,6,-1,x
O=C(Cn1cnc([N+](=O)[O-])n1)c1ccc(O)c(O)c1,-12,-1,4,4,x,-4,x,-6
C[C@@H]1CN([C@@H](C)CO)C(=O)c2cc(NC(=O)NC3CCCCC3)ccc2O[C@@H]1CN(C)S(=O)(=O)c1cn(C)cn1,10,-4,-4,-9,x,4[16.7 µM],-3,-4
Cc1ccc(OCCCCN2CCCCC2)c(C)c1,-8,-2,0,1,u,-2,18,-1
CCCN(C(=O)c1cc(CC)c(C)s1)c1c(N)n(Cc2ccccc2)c(=O)[nH]c1=O,x,x,x,0,-0.2,-6,x,-11
CC(=O)N1[C@H](C(=O)NCC2CC2)[C@@H](CO)[C@@H]2Cn3c(ccc(-c4ccccc4F)c3=O)[C@@H]21,6,0,2,3,-1.5,-6[16.7 µM],-6,4

# Further results follow.
SMILES,RAD54 branch,PglD inh,Cneo AK release,ERAP1 HTS inh,E-sel inducer,miR122 inh,PGC1a acetyl inh,RAD52 inh
C/C(=N\NC(=O)c1ccc(Cl)c(Cl)c1)c1ccccn1,-19,2,0,-6,0.1,x,x,-20
O=C(C[C@@H]1C[C@H]2c3cc(NC(=O)c4ccc5c(c4)OCO5)ccc3O[C@H]2[C@@H](CO)O1)NC1CCCCC1,9,2,0,-3,0.1,1[16.7 µM],0,1
CC(C)C[C@H]1CN([C@@H](Cc2ccccc2)CN2CCC[C@@H]2CN2C(=O)C(=O)NC[C@@H]2Cc2ccc(O)cc2)C(=O)C(=O)N1CC1CCCCCC1,-2,10,1,0,0.4,13,17,-7
Cc1ccc(/C=N/NC(=O)COc2ccccc2-c2ccccc2)cc1,2,5,x,x,0.0,43,18,x
O=S(=O)(c1ccc(-c2ccccn2)s1)N1CCC2(CC1)OCCO2,-2,3,-1,x,x,4,12,-2
CCNc1nc(SC(C)C(=O)Nc2ccccc2)nc(N2CCOCC2)n1 (stereo not drawn),-11,1,0,x,x,0,-2,x
COc1cccc(CNc2ccc(S(N)(=O)=O)cc2)c1OC,-3,5,3,x,x,-2,-4,x
O=C(NCc1ccccc1)c1ccc(CNc2c(N3CCCC3)c(=O)c2=O)cc1,-2,0,-2,x,0.7,7,10,-2
O=C(c1ccccc1)c1ccc(N2CCOCC2)c(NC(=O)c2ccco2)c1,14,13,5,x,x,1,0,x
CC(C)NC(=O)N1CC2(C1)[C@H](c1ccccc1)[C@H](CO)N2C(=O)C1CCC1,x,x,x,2,0.0,x,4,8
COc1ccccc1-c1cn(CC[C@H]2CC[C@H](NS(=O)(=O)c3ccccc3C)[C@H](CO)O2)nn1,-5,4,0,-6,-0.1,x,-4,0
COc1ccccc1Nc1nc(NCCCN(C)C)nc(N)c1[N+](=O)[O-],77*,-4,-1,-3,-0.2,-5,-2,95*
C[C@H]1CN([C@@H](C)CO)C(=O)c2cc(NC(=O)Nc3ccc(F)cc3)ccc2O[C@H]1CN(C)Cc1ccc(Oc2ccccc2)cc1,4,-1,2,-1,-14,-1[16.7 µM],-4,21
C[C@H](O)C#Cc1ccc([C@@H]2[C@H](CO)N3CCCCN(C(=O)c4ccncc4)C[C@@H]23)cc1,2,9,-2,4,-0.1,-5[16.7 µM],-5,1
CCOC(=O)Cc1csc(SCC(=O)Nc2oc(C)c3c(C)n[nH]c(=O)c23)n1,4,6,0,8,-0.1,x,x,-12
O=C(NCCc1ccccc1)c1nccc2ccccc12,-14,-1,0,-1,-0.1,3,-13,-16
C[C@@H]1CN([C@H](C)CO)S(=O)(=O)c2ccc(C#CC3CCCCC3)cc2O[C@@H]1CN(C)C,8,-1,11,-4,0.8,-28[16.7 µM],-36,39
O=C1CC(c2ccccc2)CC(=O)C1CS(=O)(=O)c1ccccc1 (stereo not drawn),x,x,x,0,x,-2,4,-1
C[C@@H]1CN([C@H](C)CO)C(=O)c2cccc(NC(=O)c3ccncc3)c2O[C@H]1CN(C)S(C)(=O)=O,-4,6,-1,-2,x,52[16.7 µM],5,-4
COc1ccc(Nc2ncnc3nc[nH]c23)cc1OC,-1,4,-2,x,x,6,2,x
